From PubChem BioAssay
DDE Tn7 FP inh – disrupts Tn7 cyclic peptide binding to fibrin D-Dimer-E complex; P02675; FP displacement of FITC-Tn7 peptide from fibrin DD(E); 0% = median of compound wells per plate; inhibition, % at 8.3 µM; 370,000 tested, 0.13% active; AID 720508;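 active means inhibition above the mean of compounds falling within the control limits plus 3 SD of them, cut at about 14% in these data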;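 further: 0% = plate median of compound wells and 100% = 10 µM Aha-Tn7 peptide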
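assay system = human clot-derived fibrin DD(E) complex | quantity = Fibrin-DD(E) at 2 µM final | timing = 10 min preincubation, 3 h with tracer, room temperature | signal = fluorescence polarization | measure = percent inhibition | benchmarks = high control wells with 10 µM unlabelled Aha-Tn7 peptide (full inhibition) | replicates = singlicate testing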
UHRF1 binding – UHRF1 methyl-DNA binding inhibition. AID 687016. 370,000 tested, 0.75% active. UHRF1 binding to methylated oligo, TR-FRET. inhibition, % at 4.4 µM; in the data active means inhibition above about 21%;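 further: UHRF1 SRA domain binding a hemimethylated CpG hairpin DNA probe; 0% = median of test compound wells and 100% = reference inhibitor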
TCR-CD3 inh – inhibitors of human TCR-CD3 interaction | TAMRA-labeled TCR probe fluorescence, biochemical | inhibition, % at 9.4 µM | 360,000 tested, 0.37% active | AID 651800; in the data active means inhibition above about 19%;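 further: recombinant mutant TCR 2C K166C tagged with TAMRA read by polarization; 0% = receptor in buffer alone and 100% = receptor with positive control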
PRMT1 FP inh – PRMT1 (human) inhibition, primary screen. 370,000 tested, 1.3% active. inhibition, % at 2.79 µM. Q99873. recombinant PRMT1, activity-based probe fluorescence polarization. AID 652257;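 active means inhibition above about 21% made by adding two undisclosed values, limit read from the data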
Target sequence (Q99873 whole entry, looked up): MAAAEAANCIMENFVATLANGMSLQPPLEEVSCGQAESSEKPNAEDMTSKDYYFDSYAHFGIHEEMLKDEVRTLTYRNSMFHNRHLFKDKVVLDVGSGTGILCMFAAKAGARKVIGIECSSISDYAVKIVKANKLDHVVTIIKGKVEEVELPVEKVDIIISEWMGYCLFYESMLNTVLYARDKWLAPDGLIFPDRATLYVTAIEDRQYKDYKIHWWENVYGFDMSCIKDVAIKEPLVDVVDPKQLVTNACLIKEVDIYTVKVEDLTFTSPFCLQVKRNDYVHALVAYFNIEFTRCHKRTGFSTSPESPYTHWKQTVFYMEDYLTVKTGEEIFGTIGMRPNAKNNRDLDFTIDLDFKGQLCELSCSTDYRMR
MBD2 DNA inh – inhibitors of human MBD2 binding to methylated oligonucleotide | Q9UBB5 | inhibition, % at 4.4 µM | 370,000 tested, 0.31% active | AID 686964 | TR-FRET; in the data active means inhibition above about 13%
Target sequence (Q9UBB5 whole entry, looked up): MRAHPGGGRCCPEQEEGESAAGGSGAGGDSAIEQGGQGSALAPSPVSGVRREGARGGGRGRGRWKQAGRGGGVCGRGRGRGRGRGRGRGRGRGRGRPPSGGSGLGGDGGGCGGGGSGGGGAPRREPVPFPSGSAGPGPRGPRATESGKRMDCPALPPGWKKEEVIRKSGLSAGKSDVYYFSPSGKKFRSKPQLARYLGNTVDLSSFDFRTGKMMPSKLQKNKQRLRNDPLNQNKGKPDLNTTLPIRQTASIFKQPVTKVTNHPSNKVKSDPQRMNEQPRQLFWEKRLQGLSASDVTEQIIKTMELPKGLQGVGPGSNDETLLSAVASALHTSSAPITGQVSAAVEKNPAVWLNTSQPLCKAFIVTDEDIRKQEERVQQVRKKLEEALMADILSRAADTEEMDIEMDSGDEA
proKLK7 act – activates the human kallikrein-7 zymogen. purified proKLK7, EDANS-DABCYL substrate fluorescence; 100% is mature enzyme control, 0% vehicle. activation, % at 7 µM. 370,000 tested, 0.9% active. AID 652039;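 active means activation above the mean of all tested compounds plus 3 SD, computed per campaign excluding outliers beyond control limits, cut at about 13% in these data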
Target sequence (P49862 whole entry, looked up): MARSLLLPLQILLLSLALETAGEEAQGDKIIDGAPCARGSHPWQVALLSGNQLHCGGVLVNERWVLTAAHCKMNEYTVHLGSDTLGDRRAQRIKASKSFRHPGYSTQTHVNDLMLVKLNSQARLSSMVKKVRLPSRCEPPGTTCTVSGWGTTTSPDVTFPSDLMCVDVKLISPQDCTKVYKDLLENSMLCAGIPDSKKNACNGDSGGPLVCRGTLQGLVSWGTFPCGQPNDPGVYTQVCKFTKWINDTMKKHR
LEDGF integ inh – blocks HIV-1 LEDGF/p75-dependent DNA integration | AID 743269 | 370,000 tested, 0.64% active | inhibition, % at 3.7 µM | TR-FRET IN-LEDGF/p75 DNA integration, Eu/Cy5;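 active means inhibition above the screen-wide mean plus 3 SD, cut at about 13% in these data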;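 further: signal is the Cy5 over europium emission ratio at 671 and 618 nm; 0% = plate median of compound wells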
TDP2 inh – TDP2 (human) inhibition, absorbance primary screen | O95551 | recombinant TDP2, T5PNP hydrolysis, p-nitrophenol absorbance 415 nm | inhibition, % at 12.8 µM | 370,000 tested, 0.34% active | AID 720702;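 active means inhibition above the mean of all tested compounds plus 3 SD, set per campaign, cut at about 25% in these data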;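 further: 0% = DMSO with enzyme and 100% = buffer with substrate but no TDP2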
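Test system: Human TDP2 enzyme | Reagent: 5 mM T5PNP | Compound dosing: 12.8 µM single point, 1% DMSO | Incubation: Enzyme reaction with compound for 2 h at 37 °C | Technique: p-Nitrophenol epi absorbance | Read-out: % inhibition relative to enzyme-containing and enzyme-free wells | Benchmarks: High control without enzyme, low control DMSO plus TDP2 | Replicates: Singlicate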
SIAE inh – blocks human sialic acid acetylesterase; AID 1053197; 370,000 tested, 0.69% active; inhibition, % at 9.66 µM; Q9HAT2; SIAE FP-Rh probe binding, fluorescence polarization;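 active means inhibition above a cutoff: mean of compounds within the control limits plus 3 SD of those, cut at about 17% in these data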;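 further: 0% = plate median of compound wells and 100% = probe without SIAE protein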
Tn6 DDE FP – disrupts Tn6 cyclic peptide binding to fibrin D-Dimer-E complex. P02675. Fibrin DD(E) TRITC-Tn6 fluorescence polarization displacement. inhibition, % at 8.3 µM. 370,000 tested, 0.21% active;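 active means inhibition above a per-campaign cutoff: mean of compounds within control limits plus 3 SD, cut at about 15% in these data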;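 further: 0% = median of all compound wells on the plate and 100% = blocking peptide control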
Starred values were filed as active, the others as inactive.

SMILES	DDE Tn7 FP inh	UHRF1 binding	TCR-CD3 inh	PRMT1 FP inh	MBD2 DNA inh	proKLK7 act	LEDGF integ inh	TDP2 inh	SIAE inh	Tn6 DDE FP
c1coc(CNc2ncnc3sc4c(c23)CCCCC4)c1	0.6	-0.7	6.8	0.4	0.0	0.0	-1.8	-4.4	-3.5	-5.3
Cc1ccc(N2C(=O)C3CCC(c4ccccc4)CC3C2=O)cc1 (configuration not stated)	3.4	-2.2	-8.9	-0.6	0.7	-0.1	-0.8	7.2	12.8	4.0
CCCCN(C(=O)/C=C/c1ccco1)c1c(N)n(CCC)c(=O)[nH]c1=O	1.6	1.1	3.2	-5.6	-2.5	0.3	1.4	6.6	15.5	-6.5
O=C(O)c1ccc(Cl)c(S(=O)(=O)NC(Cc2ccccc2)C(=O)O)c1 (configuration not stated)	2.5	0.1	7.7	-3.3	4.8	0.2	-0.1	0.0	-29.6	-6.5
Cc1cccc(OCC(=O)Nc2nnc(S(=O)(=O)N3CCCCC3)s2)c1	-3.2	-1.3	-1.3	-6.6	-2.7	0.2	5.1	-12.2	-4.5	3.8
NCc1csc(NC(=O)Nc2cccc(C(F)(F)F)c2)n1	0.3	0.0	-14.8	2.1	3.5	0.3	-0.3	0.5	-1.3	-6.9
CC(CC(=O)N1CCN(C(=O)c2ccccc2)CC1)c1ccccc1 (configuration not stated)	3.4	4.0	-6.6	-0.1	-3.1	0.2	-1.5	-22.7	-7.6	0.6
N#CCCN(C1CCCCC1)S(=O)(=O)CCOc1ccccc1	-1.6	-0.6	0.9	0.6	0.3	0.1	-2.6	2.9	5.0	8.2
Cc1ccc(C(=O)NCC(=O)NC2CCC(C)CC2)s1 (configuration not stated)	-2.4	-0.6	9.1	1.0	97.9*	0.2	0.5	4.4	0.2	2.7
CCCCn1c(N)c(N(CC(C)C)C(=O)c2ccc(-n3c(C)ccc3C)cc2)c(=O)[nH]c1=O	4.5	4.1	-2.7	2.8	2.7	-0.5	-1.9	1.1	7.5	1.9
Cc1ccc(CN2CCN(Cc3cn(C)nc3C)CC2CCO)o1 (configuration not stated)	2.1	-0.9	2.5	1.6	1.1	-0.4	-0.2	3.8	3.7	0.7
Cc1ccc2c(c1)C(=O)C(=O)N2Cc1ccc(Br)cc1	4.3	-1.8	-5.5	0.0	-3.0	0.5	-0.8	6.3	2.1	0.2
CCc1ccc(NC(=O)CCn2nc(C)c(S(=O)(=O)N3CCCCC3)c2C)cc1	2.4	2.3	-6.4	1.2	-0.8	0.4	0.1	16.2	-3.1	-3.3
Cc1cccn2c(=O)c3cc(C(=O)NCC4CCCO4)c(=N)n(CCc4ccccc4)c3nc12 (configuration not stated)	-0.1	-10.4	6.2	0.0	-11.9	-5.5	-0.9	-6.7	7.2	2.1
O=C(COc1ccccc1C(=O)O)Nc1nc2ccc([N+](=O)[O-])cc2s1	-5.5	-3.0	-7.2	-1.8	-6.0	1.3	-2.8	1.3	-9.6	-5.9
CCN(CC(=O)Nc1ccc(NC(C)=O)cc1)C(=O)c1ccccc1CCc1ccccc1	1.9	5.3	-1.1	3.1	2.0	-0.7	-0.5	-15.8	-4.9	-1.2
CCOc1ccc(C(C)(C)C)cc1S(=O)(=O)N1CC(C)OC(C)C1 (configuration not stated)	8.1	-0.3	-2.6	-0.4	1.2	0.5	1.3	-7.6	6.4	0.5
COc1cc(CC(=O)Nc2ccc(S(=O)(=O)NC3=NCCCCC3)cc2)cc(OC)c1OC	-1.2	-2.4	5.7	-2.7	-0.8	0.2	1.7	16.5	4.3	5.6
Oc1[nH]c2ccccc2c1C=Nc1ccccc1	0.7	-2.0	1.3	2.7	-7.4	3.8	-1.9	5.2	3.1	3.5
O=C(NCCN1CCOCC1)C1CCN(S(=O)(=O)c2ccccc2)CC1	1.1	7.2	-4.1	-2.1	4.1	-0.2	4.8	2.8	-0.6	-4.5
O=C(c1ccc(Cl)cc1)C(CN1CCCCC1)c1ccccc1 (configuration not stated)	0.6	2.2	-7.5	7.6	4.1	-0.5	-0.9	-4.7	-6.2	-6.0
CCOC(=O)N1CCN(C(=O)CSCc2ccccc2)CC1	-3.2	1.2	0.2	1.6	1.2	-0.8	-2.9	7.7	1.5	3.8
COc1c(C)cccc1C(=O)NC(=S)Nc1cccc2nsnc12	2.1	0.1	1.2	-1.3	1.0	0.8	-0.2	-4.0	-0.3	1.9
O=C(N/N=C\c1ccc[nH]1)c1cncc(Br)c1	7.3	-2.2	-8.3	1.7	-2.6	0.4	-2.6	-6.8	3.9	1.5
Cc1cccc(NC(=O)c2ccc3c(=O)n(CC4CCCO4)c(=S)[nH]c3c2)c1 (configuration not stated)	-6.4	-0.4	-0.5	-6.1	0.3	-1.0	10.9	-10.4	-6.8	-6.3

Gathered by group: the compounds so far with bromine
SMILES	DDE Tn7 FP inh	UHRF1 binding	TCR-CD3 inh	PRMT1 FP inh	MBD2 DNA inh	proKLK7 act	LEDGF integ inh	TDP2 inh	SIAE inh	Tn6 DDE FP
Cc1ccc2c(c1)C(=O)C(=O)N2Cc1ccc(Br)cc1	4.3	-1.8	-5.5	0.0	-3.0	0.5	-0.8	6.3	2.1	0.2
O=C(N/N=C\c1ccc[nH]1)c1cncc(Br)c1	7.3	-2.2	-8.3	1.7	-2.6	0.4	-2.6	-6.8	3.9	1.5

Molecules from the list above with a Cl atom, in the order listed:
SMILES	DDE Tn7 FP inh	UHRF1 binding	TCR-CD3 inh	PRMT1 FP inh	MBD2 DNA inh	proKLK7 act	LEDGF integ inh	TDP2 inh	SIAE inh	Tn6 DDE FP
O=C(O)c1ccc(Cl)c(S(=O)(=O)NC(Cc2ccccc2)C(=O)O)c1 (configuration not stated)	2.5	0.1	7.7	-3.3	4.8	0.2	-0.1	0.0	-29.6	-6.5
O=C(c1ccc(Cl)cc1)C(CN1CCCCC1)c1ccccc1 (configuration not stated)	0.6	2.2	-7.5	7.6	4.1	-0.5	-0.9	-4.7	-6.2	-6.0

Next entries follow:
SMILES	DDE Tn7 FP inh	UHRF1 binding	TCR-CD3 inh	PRMT1 FP inh	MBD2 DNA inh	proKLK7 act	LEDGF integ inh	TDP2 inh	SIAE inh	Tn6 DDE FP
COc1ccc(CCNC(=O)CSc2nc3scc(-c4ccccc4)c3c(=O)[nH]2)cc1	-7.8	-0.8	-1.6	-1.0	-1.8	-0.5	6.0	1.0	-8.0	-7.2
Cc1c(C(=O)N2CCN(c3ccccn3)CC2)oc2c1C(=O)CC(C)(C)C2	0.0	-3.6	-0.6	-0.9	2.6	-0.4	-3.7	0.4	0.7	-1.7
C/C(=N\Nc1ccc(S(=O)(=O)Nc2ccccc2)cc1[N+](=O)[O-])c1ccncc1	-2.5	7.5	4.5	-1.0	9.7	0.0	-3.1	2.9	5.7	-5.2
CCCN=Cc1sc2ccc(OCC)cc2c1O	0.6	8.1	-7.7	88.0*	0.2	0.9	-1.7	-8.5	-0.3	-3.1
COCCCNC(=O)/C(C#N)=C/c1c(N2CCN(c3ccc(OC)cc3)CC2)nc2c(C)cccn2c1=O	-12.4	-5.5	0.1	-2.1	-3.9	2.1	-0.3	-1.0	-0.2	-6.5
O=C(NCc1ccccc1)/C(=C/c1cccc([N+](=O)[O-])c1)NC(=O)c1ccco1	1.4	-2.3	2.3	-0.3	0.3	0.3	3.4	8.5	-1.9	-2.7
CCOC(=O)c1cn2nc(SCc3ccccc3)nc2nc1C	5.5	3.7	-6.1	3.9	-3.2	0.7	-0.5	-3.9	-1.4	-0.6
C[C@@H]1CCCCO[C@H](CN(C)Cc2ccc(Cl)c(Cl)c2)[C@@H](C)CN([C@H](C)CO)C(=O)c2cc(N(C)C)ccc2O1	7.0	-2.0	9.2	-0.2	-2.0	0.4	2.6	-5.7	4.1	4.3
CC12CCC(c3nnc(SCc4ccc(Cl)cc4)nc31)C2(C)C (configuration not stated)	-5.1	0.5	-9.6	-2.8	0.8	-0.5	2.2	5.8	16.6	-6.4
CC(C)(C)c1ccc(C(=O)N2CCC(=O)N([C@H](COCc3ccccc3)Cc3ccccc3)CC2)cc1	3.8	-0.5	-2.8	-4.3	-3.0	-0.1	-0.2	-3.4	3.2	6.3
Cc1ccc(S(=O)(=O)NC2=NCN(CCOC(=O)c3ccccc3)CN2)cc1	5.0	2.2	0.8	-3.3	-0.8	0.4	-1.6	-7.3	3.7	0.5
COc1ncnc2c1ncn2CCCN1CCN(Cc2cccc3ccccc23)CC1	-0.1	-0.2	6.6	-0.8	-1.7	0.4	3.6	-4.6	0.5	1.2
Cc1cccc(C(C)C)c1NC(=O)C(C)OC(=O)Cn1cnc2c1c(=O)n(C)c(=O)n2C (configuration not stated)	2.0	-0.7	-1.5	2.8	0.9	-0.5	-0.5	-8.1	-6.5	-1.0
COc1ccc(CC(=O)OCC(=O)c2c(N)n(C)c(=O)n(C)c2=O)cc1OC	-2.3	-3.4	5.1	-1.2	-4.6	-0.3	0.6	1.4	0.7	-6.4
Cc1cc(C)n2nc(SCC(=O)N(CC(C)C)c3c(N)n(CC(C)C)c(=O)[nH]c3=O)nc2n1	8.3	2.8	-7.4	0.7	3.6	-0.5	2.3	-0.2	-9.8	8.0
NC(=O)C1(N2CCCCC2)CCN(C(=S)Nc2ccc(F)c(Cl)c2)CC1	-4.7	1.8	4.3	1.8	2.6	0.3	0.7	-4.0	-3.5	3.5
Cc1ccc2nc(NC(=O)C3CSC4(C)CCC(=O)N34)sc2c1 (configuration not stated)	-2.7	0.7	3.1	1.8	-2.0	0.0	-0.9	-0.4	-0.8	-6.6
COC(=O)C1C(=O)NCC1c1ccc(OC)cc1 (configuration not stated)	1.4	-0.1	3.6	0.7	-6.0	-0.3	3.1	-3.5	5.2	3.3
CC(C)(C)c1ccc(OCCCC(=O)NNC(=O)c2ccccc2O)cc1	0.5	-3.1	-2.5	-2.8	-2.0	-3.9	-5.2	-8.2	8.2	2.7
CCOCc1cnc(C)nc1NCC(=O)c1c(C)[nH]c2ccccc12	-0.7	3.3	-6.8	2.5	5.3	-0.6	-5.4	-7.7	2.6	7.3
O=C(CSc1ccc(-c2ccco2)nn1)c1cccc([N+](=O)[O-])c1	-7.8	3.5	16.0	31.4*	-3.0	0.2	6.4	-9.4	11.3	0.8
CCOC(=O)c1ccc(NC(=O)CSc2nnc(COc3ccccc3OC)n2CC)cc1	3.3	8.8	-3.1	1.4	7.6	-0.4	2.8	-8.1	-4.6	0.2
Cc1ccccc1NC(=O)c1cn2c(nc3ccccc32)c(C#N)c1C	5.5	0.4	4.8	-2.8	-6.0	-0.3	2.7	-5.3	2.1	4.1
O=c1[nH][nH]c(=O)c2nc(Nc3ccccc3)ncc12	-10.7	-4.8	-0.5	-2.4	-0.3	-0.4	-2.3	1.1	2.9	0.1
CC(C)(C)OC(=O)N1CCC[C@H]1C(=O)N/N=C/c1cccc2cccnc12	0.0	-1.7	-6.6	0.2	-6.1	-0.6	-1.7	2.1	1.9	-0.5
COn1c(=O)c(=O)n(O)c2ccccc21	3.8	2.2	10.6	-2.3	-2.9	-0.1	-0.2	-1.8	5.8	-7.3
Cc1ccc(F)cc1NC(=O)CN1C(=O)NC(C)(c2ccc3c(c2)OCCO3)C1=O (configuration not stated)	1.2	-1.3	0.5	-2.5	-0.6	-1.0	5.2	-8.0	-4.7	6.4
